Source: PubChem BioAssay (Sanford-Burnham Center for Chemical Genomics)
UBC13 polyUb: UBC13 polyubiquitin chain formation inhibitors, primary screen, biochemical, TR-FRET, uHTS | inhibition, % at 20 µM | Ubiquitin-conjugating enzyme E2 N (Homo sapiens), P61088 | 330,000 compounds, 0.47% hits | AID 485273, 2010; in the data active means inhibition above about 45%, passing the limit was not always enough; inconclusive means no clear call, values can overlap the other calls
CXCR6 block: CXCR6 receptor inhibitors, primary screen, cell-based, beta-arrestin, luminescence, CHO-K1 PathHunter, 1536-well; C-X-C chemokine receptor type 6 (Homo sapiens), O00574; inhibition, % at 20 µM; 360,000 compounds, 0.36% hits; in the data active means inhibition above about 34%, passing the limit was not always enough;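 further: antagonist mode with CXCL16 agonist at 10 nM final; 0% = 10 nM CXCL16 with DMSO and 100% = unstimulated wells without agonist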
Target sequence (O00574 whole entry, looked up): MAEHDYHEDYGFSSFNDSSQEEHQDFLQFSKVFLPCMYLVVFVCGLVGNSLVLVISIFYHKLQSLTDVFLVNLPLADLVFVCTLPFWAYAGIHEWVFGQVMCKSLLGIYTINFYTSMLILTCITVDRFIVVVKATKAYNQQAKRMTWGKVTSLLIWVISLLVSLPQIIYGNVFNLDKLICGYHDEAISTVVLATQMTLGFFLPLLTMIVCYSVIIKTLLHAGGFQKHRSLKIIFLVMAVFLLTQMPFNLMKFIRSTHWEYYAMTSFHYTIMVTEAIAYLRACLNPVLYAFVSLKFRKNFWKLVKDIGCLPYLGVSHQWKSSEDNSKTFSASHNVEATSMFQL
697 NFkB inh: inhibitors of PMA/ionomycin-induced NF-kB reporter, 697 cells, primary screen, B-cell NF-kB inhibitor project, cell-based, luminescence, uHTS; 697 B-cell NF-kB luciferase reporter, 16 h; inhibition, % at 4 µM; 330,000 compounds, 0.33% hits; AID 435022, 2010; in the data active means inhibition above about 35%
CCR6 antag: CCR6 receptor antagonists, primary screen, cell-based, CHO-K1, luminescence, beta-arrestin, uHTS; AID 493098, 2011; inhibition, % at 20 µM; CHO-K1 CCR6 PathHunter beta-arrestin, CCL20-stimulated; 340,000 compounds, 0.49% hits; C-C chemokine receptor type 6 (Homo sapiens), P51684;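 active means compounds whose inhibition of the agonist-driven luminescence signal at 20 µM reaches about 50%, limit read from the data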;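 further: cells stimulated with CCL20 at 14 nM final; plate controls were DMSO with CCL20 for no effect and DMSO without agonist for full effect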
Target sequence (P51684 whole entry, looked up): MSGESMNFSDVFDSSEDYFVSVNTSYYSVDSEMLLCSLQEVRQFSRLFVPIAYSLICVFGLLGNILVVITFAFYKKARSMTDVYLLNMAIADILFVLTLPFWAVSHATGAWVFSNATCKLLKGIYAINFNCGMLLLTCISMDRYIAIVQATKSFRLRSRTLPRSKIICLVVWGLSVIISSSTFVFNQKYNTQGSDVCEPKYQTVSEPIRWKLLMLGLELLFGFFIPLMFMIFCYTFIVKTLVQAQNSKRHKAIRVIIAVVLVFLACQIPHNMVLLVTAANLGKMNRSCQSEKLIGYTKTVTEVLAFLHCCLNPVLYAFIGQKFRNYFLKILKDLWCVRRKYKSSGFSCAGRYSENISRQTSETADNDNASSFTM
Gli-Sufu block: Gli-Sufu pathway antagonists, primary screen, luciferase luminescence, Sufu-KO-LIGHT cells, uHTS; inhibition, % at 5 µM; Sufu-KO-LIGHT fibroblasts, Gli luciferase reporter luminescence; AID 588413, 2011; 340,000 compounds, 0.74% hits;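 active means inhibition above about 55%, limit read from the data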;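 further: 0% = DMSO-treated cells and 100% = wells with medium but no cells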
APJ antag: antagonists of human apelin receptor APJ, primary screen, CHO-K1 cells, beta-arrestin complementation, luminescence. P35414. inhibition, % at 20 µM. 330,000 compounds, 0.32% hits;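 active means inhibition above about 40% at 20 µM, limit read from the data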;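 further: cells challenged with 10 nM apelin-13 agonist together with compound; plate controls were apelin-13 plus DMSO wells for no effect and DMSO wells lacking apelin-13 for full effect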
Target sequence (P35414 whole entry, looked up): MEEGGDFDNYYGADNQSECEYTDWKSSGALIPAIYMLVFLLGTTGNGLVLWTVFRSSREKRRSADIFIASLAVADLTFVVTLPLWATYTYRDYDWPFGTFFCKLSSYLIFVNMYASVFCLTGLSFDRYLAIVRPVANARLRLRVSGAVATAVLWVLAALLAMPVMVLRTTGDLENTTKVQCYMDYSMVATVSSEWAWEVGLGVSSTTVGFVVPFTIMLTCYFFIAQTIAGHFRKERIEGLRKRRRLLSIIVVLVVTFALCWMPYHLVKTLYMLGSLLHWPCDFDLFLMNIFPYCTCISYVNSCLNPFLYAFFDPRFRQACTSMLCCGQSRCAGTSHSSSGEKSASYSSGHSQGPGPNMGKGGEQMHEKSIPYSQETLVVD
EBI2 antag: EBI2 receptor antagonists, beta-arrestin recruitment, primary screen, cell-based, luminescence, 7a,25-OHC stimulation, uHTS | 7a,25-OHC stimulated | 360,000 compounds, 0.81% hits | inhibition, % at 5 µM; in the data active means inhibition above about 38%;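 further: enzyme fragment complementation signal reports receptor beta-arrestin coupling in cells; 0% = agonist plus DMSO wells and 100% = wells without agonist; some results beyond the cut were filed as inactive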
Jurkat NFkB inh: inhibitors of induced NF-kB luciferase reporter, primary screen, TCR NF-kB activation inhibitor project, cell-based, luminescence, uHTS | Jurkat, PMA/ionomycin-induced NF-kB luciferase reporter | inhibition, % at 4 µM | 330,000 compounds, 0.53% hits; in the data active means inhibition above about 50%
The depositor's hits bear a star; u = inconclusive; x = no result given. Hits appear at their usual frequency. About 3% of those tested had a hit in this group.

SMILES	UBC13 polyUb	CXCR6 block	697 NFkB inh	CCR6 antag	Gli-Sufu block	APJ antag	EBI2 antag	Jurkat NFkB inh
COc1ccc(N2CC(C(=O)OC(C)C(=O)c3ccccc3)CC2=O)cc1 (centres undefined)	6	-10	-5	3	-5	3	-4	-12
COC(=O)Cc1ccc2oc(-c3cccnc3)nc2c1	-19	5	-26	-13	-18	29	-1	-38
O=C(CN1C(=O)CSC1=O)N1CCCCC1	-1	-1	22	-6	-18	13	-10	11
COc1ccc(S(=O)(=O)n2cccc2)cc1	2	9	1	1	1	11	-5	6
CCc1cc2c3c(c1)C1(C(=O)N3C(C)(C)C=C2C)C(C#N)=C(N)Oc2[nH]c(=O)[nH]c(=O)c21 (centres undefined)	0	-15	5	-8	0	-54	-8	22
COCCCn1c(SCC(=O)Nc2ccc(C)cc2)nc2ccccc2c1=O	11	4	12	6	9	12	14	11
CCOc1ccc(-n2cc(C(=O)N3CCN(C)CC3)c3cc(OC)c(OC)cc3c2=O)cc1	-14	-2	-22	2	0	-13	-1	8
COc1cc(NC(=O)c2cc3ccccc3o2)c(OC)cc1Cl	17	9	-6	-6	5	-14	21	-10
CN(C)S(=O)(=O)c1ccc(NC(=O)CSc2nc3ccccc3n2-c2ccccc2)cc1	-6	15	-29	-3	3	2	10	-4
CCOC(=O)c1c(C)[n+]([O-])c2ccc3c(non3O)c12	-12	11	8	26	1	19	2	-7
Cn1c(SCc2c(Cl)cccc2Cl)nnc1-c1ccc2nonc2c1	7	11	11	10	0	22	8	-1
OCCNC1=NCCN1	0	-1	15	-4	4	11	-1	-6
CN1CCN(C(=O)CSc2nc(-c3cccs3)cc(-c3cccs3)c2C#N)CC1	x	0	x	17	9	x	-3	x
CN(C)/C=C/C(=O)c1nn(-c2ccc(F)cc2)ccc1=O	-4	-12	4	13	-1	-7	3	10
Cc1ccc(C)c(NC(=O)CSc2nnc(Cc3cccn3C)n2-c2ccc(F)cc2)c1	-5	-3	-15	-3	-3	0	19	-13
CS(=O)(=O)Cc1ccc(C(=O)NCC2(N3CCCCC3)CCCCC2)cc1	5	-1	14	4	52	0	5	-14
COc1ccc(CN(Cc2cc3cc(C)ccc3[nH]c2=O)C(=O)N(C)C)cc1	6	-1	-6	-8	1	3	0	-12
O=C(CN1CCN(C(=O)c2ccco2)CC1)Nc1ccc2c(c1)OCO2	3	2	12	8	-8	9	-8	-8
Cc1cc(C(=O)COC(=O)c2ccncc2)c(C)n1Cc1ccco1	11	-6	3	7	8	-31	-7	-6
C[C@H](CO)N1C[C@H](C)[C@@H](CN(C)S(=O)(=O)c2ccccc2)Oc2ccc(NC(=O)Nc3ccc4c(c3)OCO4)cc2C1=O	4	-11	19	9	-1	4	3	11

Random excerpt: 2 entries already listed, in no set order.
SMILES	UBC13 polyUb	CXCR6 block	697 NFkB inh	CCR6 antag	Gli-Sufu block	APJ antag	EBI2 antag	Jurkat NFkB inh
COc1ccc(N2CC(C(=O)OC(C)C(=O)c3ccccc3)CC2=O)cc1 (centres undefined)	6	-10	-5	3	-5	3	-4	-12
COCCCn1c(SCC(=O)Nc2ccc(C)cc2)nc2ccccc2c1=O	11	4	12	6	9	12	14	11

Next records follow.
SMILES	UBC13 polyUb	CXCR6 block	697 NFkB inh	CCR6 antag	Gli-Sufu block	APJ antag	EBI2 antag	Jurkat NFkB inh
O=C(NO)c1cc(OCC(F)(F)F)ccc1OCC(F)(F)F	-4	-2	-2	-19	4	-14	-6	-2
C=CCOc1c(CNc2ncn[nH]2)cccc1OCC	-3	13	15	-4	-12	4	-1	14
O=C(CC1OC(=O)c2ccccc21)NCC1COc2ccccc2O1 (centres undefined)	4	-2	13	9	-6	-1	-1	-4
COc1ccc(CCNC(=O)c2ccc(CNS(=O)(=O)c3ccccc3)cc2)cc1OC	6	-7	20	11	-6	-9	-6	4
CNC(=S)NNC(=O)COc1cccc(C)c1C	3	1	16	-1	13	26	-6	11
Fc1ccccc1-n1cc(-c2ccccc2)[nH]c1=S	16	0	-24	2	-11	14	-15	-28
Cc1cccc(-n2ncc3c(NCCCO)ncnc32)c1	19	0	-106	1	-72	-7	0	-98
CO/N=C\C(=N\Nc1ccc(OC)cc1)C(=O)c1ccccc1	-8	8	1	7	-1	27	27	-3
CN(C)C(=O)C1(c2ccccc2)CCN(S(=O)(=O)c2ccccc2)CC1	-6	4	-16	19	5	1	13	0
O=C(COC(=O)C1CCC(=O)N1)Nc1ccc(Cl)cc1Cl (centres undefined)	0	1	-12	9	5	-18	-11	16
CC1CCN(c2ccc(C(=O)O)cc2)CC1	-3	-5	5	-9	-13	5	0	5
CCCCNc1cccc2c1S(=O)(=O)N(CCCC)CC(COCc1ccccc1)O2 (centres undefined)	x	6	x	10	2	x	11	x
CN(C)c1c([N+](=O)[O-])ncn1C	u	3	18	27	-1	16	-2	12
CC1(C)Cc2c(c(-c3ccco3)nc3sc4c(NCCN5CCOCC5)ncnc4c23)CO1	14	4	-9	5	24	11	12	1
COc1cc(C2NC(=S)NC(c3ccccc3)=C2C(C)=O)ccc1O (centres undefined)	1	-6	15	-11	-11	13	-15	5
CCn1ncc(Cl)c1C(=O)NC(=S)Nc1ccccc1Br	-8	15	-86	29	-2	23	11	-26
O=C(CS(=O)(=O)c1ccc(F)cc1)NCCS(=O)(=O)c1ccccc1	4	-5	13	12	44	-3	1	3
CC1CC(C)CN(CCCNS(=O)(=O)c2cc(Br)cc3c2N(C(=O)C2CC2)CC3)C1 (centres undefined)	11	6	7	3	-1	17	-17	4
CC(C)c1ccc(NS(=O)(=O)c2ccc(-n3cccn3)cc2)cc1	1	-8	-18	-5	-7	7	-1	5
O=S(=O)(c1ccc2nc(N3CCN(c4ccc(F)cc4)CC3)ccc2c1)N1CCCCC1	6	5	-7	13	33	13	19	17
Cc1cccc(C2Nc3cccc4cccc(c34)N2)c1	-23	3	-46	-1	1	-34	-7	11
O=C1COc2ccc(-c3csc(=Nc4ccc(OC(F)F)cc4)n3CC3CCCO3)cc2N1 (centres undefined)	-12	38	6	72*	1	26	70*	7
COc1ccc(C(=O)N2CCOC2CNC(=O)C(=O)NCc2ccco2)cc1 (centres undefined)	20	7	8	-2	1	-2	-1	10
Nn1c(SCC(=O)NNC(=O)c2ccccc2)nnc1-c1ccccc1F	-1	-13	-4	-9	-9	6	13	-13
COc1ccc(C(=O)CSc2n[nH]c(=O)[nH]c2=O)cc1	6	-7	23	9	-2	-3	7	7
Cc1ccc(C(=O)COC(=O)CNC(=O)c2ccccc2)s1	1	-3	0	5	-5	2	-1	-3
COc1ccc(C(=O)COC(=O)c2sc(C)nc2C)cc1F	-16	-3	12	8	10	4	-5	-2
CCC1=NN(C(=O)C(=O)Nc2ccc(Br)cc2)C(O)(C(F)(F)F)C1 (centres undefined)	-11	12	9	15	-17	9	8	-11
COc1ccc(C(=Cc2ccccc2[N+](=O)[O-])C(=O)O)cc1	x	1	x	8	6	x	6	x
CCOc1ccc(CCNC(=O)CCCN2C(=O)c3ccccc3C2=O)cc1OCC	-3	15	-7	2	16	10	-2	-16
O=C(CCCn1c(=O)c2cccn2c2cccnc21)N1CCN(c2ccccc2F)CC1	8	11	-4	27	2	17	-4	-4
CCc1cccc(OCC(=O)Nc2ccc(C(=O)O)cc2NC(=O)COc2cccc(CC)c2)c1	-20	7	-3	12	7	12	3	23
CCCCN(c1ccccc1)c1ncnc(N)c1[N+](=O)[O-]	0	4	14	19	-16	3	4	19
Cc1ccc(NC(=O)C(CC(C)C)NC(N)=O)cc1 (centres undefined)	9	-6	20	3	-2	13	6	0
CCC(C)N1C(=O)N(c2cccc(Cl)c2)C(C)(O)CC1(C)C (centres undefined)	4	4	16	9	2	11	0	-14
C=CCOC(=O)C1=C(C)Nc2nnnn2C1c1cccc(OC)c1OC (centres undefined)	8	-2	-50	4	-10	1	5	-14
COC(=O)c1ccc(-c2ccc(/C=N/NC(=O)CC3(C)OCCCO3)o2)cc1	-11	-7	-149	4	-85	-4	-2	-41
OCC(O)/C=N/Nc1nc(N2CCCCC2)nc(N2CCCCC2)n1 (centres undefined)	6	-3	0	4	-15	6	-7	-2
Cc1sc(NC(=O)C2CCCCC2C(=O)O)c(C(N)=O)c1-c1ccc(C(C)C)cc1 (centres undefined)	-12	1	-60	1	16	7	11	-1
Cc1ccc(C(C)C)cc1OCC(=O)NCCCn1ccnc1	9	-1	-18	-3	-23	4	-9	-19

By substructure: those above containing two or more sulfur atoms.
SMILES	UBC13 polyUb	CXCR6 block	697 NFkB inh	CCR6 antag	Gli-Sufu block	APJ antag	EBI2 antag	Jurkat NFkB inh
CN(C)S(=O)(=O)c1ccc(NC(=O)CSc2nc3ccccc3n2-c2ccccc2)cc1	-6	15	-29	-3	3	2	10	-4
CN1CCN(C(=O)CSc2nc(-c3cccs3)cc(-c3cccs3)c2C#N)CC1	x	0	x	17	9	x	-3	x
O=C(CS(=O)(=O)c1ccc(F)cc1)NCCS(=O)(=O)c1ccccc1	4	-5	13	12	44	-3	1	3

Additional results.
SMILES	UBC13 polyUb	CXCR6 block	697 NFkB inh	CCR6 antag	Gli-Sufu block	APJ antag	EBI2 antag	Jurkat NFkB inh
CC(=O)Nc1ccc(-n2c(C)nc(=O)c(-c3ccccc3)c2C)cc1	-2	-4	-20	6	11	4	5	-5
CN(CCCC(=O)Nc1ccc(Br)cc1F)S(=O)(=O)c1ccccc1	-2	-12	9	0	-1	3	-7	-3
CC1/C(=N/O)CC(c2ccco2)NC1c1ccco1 (centres undefined)	1	-1	12	0	-1	-3	3	4
Cc1cccc2cc(COC(=O)COc3ccccc3)c(=O)[nH]c12	0	-3	-14	7	11	-13	8	-25
CC1CCCC(C)N1NC(=O)c1ccc(Cl)c(S(N)(=O)=O)c1 (centres undefined)	14	-4	13	-8	10	-4	7	8
O=C(COC(=O)c1ccccc1O)Nc1ccc(N2CCOCC2)cc1	-4	0	16	11	-5	-24	-11	6
Cc1ccc(-c2c[n+](=O)c3c(n2[O-])CCC3)cc1	4	10	-6	2	-8	-5	-4	-4
Cc1ccccc1C(=O)NCC(=O)Nc1ccc(C)c(S(=O)(=O)N2CCCCCC2)c1	-4	7	-18	16	4	-17	15	3
CCCS(=O)(=O)c1c(S(=O)(=O)CCC)c2cnccn2c1C(=O)c1ccc(CC)cc1	3	2	-10	14	21	26	-1	-13
COc1ccc(CC(=O)Nc2ccc(S(=O)(=O)N3CCC(C)CC3)cc2)c(OC)c1	-11	0	2	12	-4	0	-2	6
CC(=O)NC1=NN(C(C)=O)C(c2cccs2)S1 (centres undefined)	-3	-7	-7	-4	4	-3	-4	-14
COc1cc(NC(=O)C2CCN(S(=O)(=O)c3ccc(N4CCCC4=O)cc3)CC2)cc(OC)c1	11	0	16	8	0	-5	12	17
O=S(=O)(O)c1cc(Cl)cc(N=Nc2ccc(O)cc2O)c1O	x	31	x	49	-2	x	7	x
CC(=O)NC(c1ccc(Cl)cc1)c1c(O)ccc2ccc(O)cc12 (centres undefined)	4	0	2	8	-10	22	0	-17
Cc1ccc(C(=O)c2ccccc2C(=O)O)cc1C	-10	-2	17	0	-13	-8	-10	-19
Cc1n[nH]c(=S)n(/N=C/c2cccs2)c1=O	8	-16	2	-8	-54	11	-1	-14
Cc1ccsc1-c1nc(CN(C)C(C2CC2)C2CC2)c(C)o1	10	4	9	21	18	-2	1	13
Cc1cc(C(=O)N2CCC(Cc3ccccc3)CC2)no1	3	2	4	-3	15	13	-4	1
CCOc1ccccc1NC(=O)Nc1cc(OC)ccc1OC	-5	-6	16	-23	2	-20	-2	-9

Individual results from above:
COc1cc(NC(=O)C2CCN(S(=O)(=O)c3ccc(N4CCCC4=O)cc3)CC2)cc(OC)c1 in 697 NFkB inh is entered as 16
Cc1ccc(-c2c[n+](=O)c3c(n2[O-])CCC3)cc1 in EBI2 antag is entered as -4
